High-throughput results deposited in PubChem BioAssay by several laboratories.
Wee1 degr inh: blocks degradation of human Wee1 kinase; P30291; HeLa Luc-Wee1K328M stability, luciferase luminescence; 100% = proteasome inhibitor MG132 effect; reporter increase, % at 5 µM; 1.2% of 220,000 active; AID 1321;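 active = activation above the mean of all tested compounds plus 3 SD, set per screening run, cut at about 8.8% in these data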;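 note: cells exposed to compound for 20 h before luminescence read; 0% = DMSO alone and 100% = MG132 at 30 µM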
Hck Nef HTS: human Hck-Nef kinase inhibition | P08631 | Recombinant Hck-YEEI plus Nef, Z-Lyte FRET kinase assay | 0.68% of 220,000 active | inhibition, % at 20 µM;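 active = Hck-Nef kinase inhibition above about 50%, limit read from the data; inactive = inhibition below that limit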;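 note: 0% = DMSO with Hck plus Nef and 100% = Hck alone without Nef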
Target sequence (P08631 whole entry, looked up): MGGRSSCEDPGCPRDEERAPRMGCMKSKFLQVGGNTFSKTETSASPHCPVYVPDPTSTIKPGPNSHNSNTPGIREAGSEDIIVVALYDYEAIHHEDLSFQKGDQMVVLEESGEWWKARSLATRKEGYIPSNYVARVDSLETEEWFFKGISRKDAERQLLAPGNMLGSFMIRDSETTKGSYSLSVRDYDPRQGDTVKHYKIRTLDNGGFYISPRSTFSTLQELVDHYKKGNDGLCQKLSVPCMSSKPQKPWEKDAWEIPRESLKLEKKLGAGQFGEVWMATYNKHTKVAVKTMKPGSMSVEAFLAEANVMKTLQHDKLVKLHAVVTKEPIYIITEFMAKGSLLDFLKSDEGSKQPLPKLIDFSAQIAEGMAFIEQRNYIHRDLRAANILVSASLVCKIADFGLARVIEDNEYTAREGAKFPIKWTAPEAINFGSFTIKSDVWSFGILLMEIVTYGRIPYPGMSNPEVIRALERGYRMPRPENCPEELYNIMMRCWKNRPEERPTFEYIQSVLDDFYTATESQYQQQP
14-3-3 Bad inh: disrupts binding of bovine 14-3-3 zeta to phospho-Bad peptide; P63103; TR-FRET 14-3-3zeta/Dy647-pBad peptide displacement, 1 h; 0.71% of 220,000 active; inhibition, % at 21.7 µM;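 active = inhibition above about 70%, limit read from the data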;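 note: 0% = full 14-3-3 plus peptide FRET controls and 100% = background without 14-3-3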
Target sequence (P63103 whole entry, looked up): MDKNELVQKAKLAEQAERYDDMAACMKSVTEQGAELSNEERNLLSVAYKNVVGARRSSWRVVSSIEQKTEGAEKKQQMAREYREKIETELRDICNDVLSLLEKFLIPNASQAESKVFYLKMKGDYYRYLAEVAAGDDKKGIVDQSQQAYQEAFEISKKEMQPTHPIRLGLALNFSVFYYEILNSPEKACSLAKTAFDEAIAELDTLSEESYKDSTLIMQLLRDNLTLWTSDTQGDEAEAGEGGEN
Runt-CBFb FRET: Runt domain-CBFb interaction inhibition; Cerulean-Runt/Venus-CBFb FRET ratio 530/480, 1 h; 0.46% of 220,000 active; Q01196+Q13951; inhibition, % at 20 µM;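 active = inhibition over about 50% at 20 µM in the single-dose screen, limit read from the data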;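 note: 0% = DMSO wells and 100% = excess unlabeled CBFb competitor control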
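Measured by: fluorescence energy transfer, 422 nm excitation, 530/480 nm emission; Assay system: Cerulean-Runt domain; Medium: Tris pH 7.5 buffer with BSA; Measure: loss of energy transfer signal; Controls: 5 µM unlabeled CBFb as full-inhibition high control; Incubation: protein complex preformed 1 h, compound exposure 1 h, room temperature, dark.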
Runt-SMMHC FRET: blocks binding of human RUNX1 Runt domain to CBFb-SMMHC; inhibition, % at 20 µM; Cerulean-Runt/Venus-CBFb-SMMHC FRET ratio 530/480, 1 h; 0.74% of 220,000 active;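 active = mean inhibition across duplicate retests at 20 µM reaching about 50%, limit read from the data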;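 note: 0% = DMSO wells and 100% = wells with excess untagged CBFb-SMMHC; inhibitors lower the FRET ratio by blocking Runt binding to CBFb-SMMHC; some results filed as inactive read as strong as hits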
Thrombin inh: inhibitors of human thrombin | alpha-thrombin, Boc-VPR-AMC fluorogenic substrate cleavage | inhibition, % at 5 µM | P00734 | 0.26% of 220,000 active;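 active = inhibition at or above 40%; inactive = inhibition below 40%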;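 note: 0% = enzyme with no compound and 100% = wells without enzyme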
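Test system: human alpha-thrombin; medium: pH 7.5 Tris-saline with Tween 20; times: reaction at room temperature; signal: AMC fluorescence at 355 nm excitation and 460 nm emission; also added: Boc-VPR-AMC substrate, 15 µM final; dosing: one concentration per compound, 5 µM, with 0.2% DMSO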
FXIIa inh: blocks human coagulation factor XIIa protease activity. purified FXIIa, Boc-QGR-AMC fluorogenic substrate, 2 h. inhibition, % at 5 µM. P00748. 0.3% of 220,000 active; in the data active = inhibition above about 40%;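 note: 0% = enzyme with no compound and 100% = blank without enzyme; many of its hits are not listed in these tables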
KLK5 inh: kallikrein 5 (human) inhibition | Q9Y337 | recombinant hK5, fluorogenic AMC substrate cleavage | inhibition, % at 5 µM | 0.59% of 210,000 active | AID 873;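 active = inhibition of 40% or more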;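 note: 0% = enzyme controls without compound and 100% = no-enzyme blanks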
Target sequence (Q9Y337 67-293 limits assumed): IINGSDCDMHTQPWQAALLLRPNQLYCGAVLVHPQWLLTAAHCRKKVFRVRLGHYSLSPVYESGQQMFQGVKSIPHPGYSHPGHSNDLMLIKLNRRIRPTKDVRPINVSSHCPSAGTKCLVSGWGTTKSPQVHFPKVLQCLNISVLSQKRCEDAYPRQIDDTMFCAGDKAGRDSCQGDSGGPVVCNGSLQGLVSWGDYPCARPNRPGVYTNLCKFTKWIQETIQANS
FXIa inh 1536: inhibitors of human coagulation factor XIa. P03951. purified FXIa, Boc-Glu-Ala-Arg-AMC fluorogenic substrate. inhibition, % at 5 µM. 0.14% of 220,000 active;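 active = inhibition of at least 40%; inactive = inhibition below 40%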;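 note: fluorescence of freed AMC excited at 355 nm; 0% = enzyme without compound and 100% = no enzyme blank; many of its hits are not listed in these tables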
* marks the source's active call; other numbers are inactive results; / = no result given; [ ] = dose if it differs, or a comment. Compounds were not picked by outcome; any-hit rate near 4.2%.

no.	Runt-SMMHC FRET	Thrombin inh	Hck Nef HTS	FXIa inh 1536	Runt-CBFb FRET	KLK5 inh	FXIIa inh	14-3-3 Bad inh	Wee1 degr inh	canonical_smiles
1	3	1	-2	1	2	-22	8	-4[fluorescence artefact?]	-1	CCN(CC)CC(O)COCCC12CC3CC(CC(C3)C1)C2 (stereo not drawn)
2	0	-6	0	-4	-1	-18	3	-4	-2	Cn1c(SCC(=O)NCCN2C(=O)CSC2=O)nnc1-c1ccccc1
3	-4	-9	-2	5	-8	-1	12	-1	2	CCO[C@H]1OC(C(=O)N2CCCCCCC2)=C[C@@H](C2CCCCC2)[C@@H]1CCCO
4	5	-7	4	8	-3	-11	6	15	5	O=C(NN=C1CCCC1)c1cccs1
5	-2	1	0	7	-1	-5	16	-3[fluorescence artefact?]	-1	O=C(NC1CCCCC1)N1CCN(c2ccccc2)CC1
6	-4	-8	4	7	1	-15	16	-22[fluorescence artefact?]	-5	O=[N+]([O-])c1nn(-c2ccc3c(c2)OCCO3)n(O)c1=Nc1ccccc1
7	3	-15	-1	-7	-2	-12	9	-15	0	O=C(C(Sc1ccccc1)c1ccccc1)N1CCN(c2ccccc2F)CC1 (stereo not drawn)
8	2	-4	0	-5	-5	0	6	10	-1	CCCC1=NN(C(=O)CCc2ccccc2O)C(O)(C(F)(F)F)C1 (stereo not drawn)
9	5	-6	-4	-2	-1	0	12	7	3	CCOC(=O)c1ccccc1NC1c2ccccc2C(=O)N1c1ccc(C)cn1 (stereo not drawn)
10	1	-3	4	-1	-2	-21	12	-5	-2	COc1ccc(-c2csc3ncnc(NCCN4CCOCC4)c23)cc1
11	0	-5	0	-10	1	38	0	-8	0	CCN(CC)c1nc2n(c(=S)n1)CCS2
12	2	0	0	3	-2	2	13	-6	0	CN(C)CCCNC(=O)c1ccc(=O)[nH]n1
13	2	0	29	0	-1	0	9	-2	/	CC1CCc2c(sc3ncnc(NCCN4CCOCC4)c23)C1 (stereo not drawn)
14	-4	-10	2	-11	1	-10	2	0	-1	Cc1nc(SCC(=O)c2cc3ccccc3oc2=O)c(C#N)c(-c2ccccc2)c1C(=O)Nc1ccccc1
15	-9	1	1	6	0	4	12	-6[fluorescence artefact?]	-1	CSc1nc(O)c(Cc2ccccc2)c(=O)[nH]1
16	0	3	-1	8	-2	5	18	0[fluorescence artefact?]	-3	COc1ccc(CC(=O)Nc2nc3ccc(F)cc3s2)cc1S(=O)(=O)N1CCOCC1
17	31	-1	-61	0	46	1	7	-4	1	Cc1nnc(Sc2cc(NCCCO)c([N+](=O)[O-])c3nonc23)s1
18	-5	-9	9	1	3	-2	100*	8	15*	O=C(O)Cc1ccc(NC(=O)CCN2C(=O)c3ccc([N+](=O)[O-])cc3C2=O)cc1
19	0	2	-4	7	0	-14	0	2	0	Cc1c(Cl)c([N+](=O)[O-])nn1CCCC(=O)Nc1c(C)n(C)n(-c2ccccc2)c1=O
20	-2	0	2	4	-1	-21	9	-4	1	O=C(COC(=O)/C=C/c1ccc(Cl)cc1)Nc1ccc2c(c1)OCCO2
21	16	3	0	1	6	-9	15	8	2	CC(C)(C)c1ccc(-c2c(C#N)c(N)nc3c2CCCC3)s1
22	1	3	-6	-3	0	-19	0	1	-1	CCC(=O)c1ccc(OCCn2cnc3ccccc32)cc1
23	/	-5	16	-3	/	-3	4	25	-2	COc1ccc(-c2[nH]n(-c3ccc([N+](=O)[O-])cc3)c(=O)c2C=NCCN2CCNCC2)cc1
24	10	3	-9	3	37	-7	12	-10	-2	CCc1nnc(N/N=C/c2ccc(-c3ccc([N+](=O)[O-])cc3)o2)n1N
25	21	-5	0	-7	1	-10	7	-2	0	Cc1ccccc1NS(=O)(=O)c1ccc(NC(=O)CSCc2ccc(Br)cc2)cc1
26	24	-1	20	-4	8	-160	5	-1	0	O=c1oc2cc(Oc3c([N+](=O)[O-])cc(C(F)(F)F)cc3[N+](=O)[O-])ccc2c2c1CCCC2
27	3	-16	6	-4	1	2	10	8	2	O=C(NC1CCN(Cc2ccccc2)CC1)c1cncc(Br)c1
28	2	0	9	4	3	-22	11	-15[fluorescence artefact?]	1	COc1ccc(N(C(=O)CSCC(=O)Nc2cc(C)on2)C(C(=O)NC2CCCCC2)c2ccc(O)c(O)c2)cc1 (stereo not drawn)
29	12	4	8	6	13	-4	18	-7	-1	O=C(N/N=C/c1ccc(N2CCCCC2)o1)c1ccccc1[N+](=O)[O-]
30	-4	9	26	-1	-4	-3	12	-3	0	COc1ccc(Cl)cc1NC(=O)CN(C)CC(=O)Nc1ccc(C)cc1Br
31	-5	0	1	-5	-67	-27	4	-4	-2	O=C(NCc1ccc2c(c1)OCO2)c1ccc(S(=O)(=O)N2CCOCC2)cc1
32	-6	2	0	6	-1	-38	17	16	2	COc1ccccc1-c1nc(C#N)c(N2CCc3ccccc3C2)o1
33	0	2	2	6	1	2	3	6	-2	COc1cnc(-c2ccccn2)nc1Sc1c(Cl)cccc1Cl
34	1	-2	2	2	-2	-2	9	-11	-3	COc1cc(/C=C(\NC(C)=O)C(=O)Nc2cccc(O)c2)ccc1OC(C)=O
35	8	-7	28	0	1	-2	9	-10	-3	C=CCn1c(C(CCCC)CC(O)COCC(C)C)n[nH]c1=S (stereo not drawn)
36	-2	-4	2	-2	2	-1	-2	-2	10*	O=C(Nc1ccc(C2SCCS2)cc1)c1ccccc1
37	-19	0	2	-1	-5	13	11	-3	5	Fc1ccc2nc3[nH]c4ccccc4c3nc2c1
38	9	-1	2	-1	13	-4	2	-1	1	O=S1(=O)C=C(Sc2nc3cc(Cl)ccc3o2)c2ccccc21
39	-5	8	-1	5	-2	3	13	12[fluorescence artefact?]	-1	CN(C)S(=O)(=O)c1ccc(N2CCCC2)c(C(=O)NC(c2ccccc2)c2ccccc2)c1
40	1	-3	2	5	0	-19	11	-2[fluorescence artefact?]	0	COc1ccc(N2C(=O)CCC(C(=O)N3CCOCC3)C2c2ccc(F)cc2)cc1 (stereo not drawn)

Filtered by structure, the compounds so far with a CF3 group (two)
no.	Runt-SMMHC FRET	Thrombin inh	Hck Nef HTS	FXIa inh 1536	Runt-CBFb FRET	KLK5 inh	FXIIa inh	14-3-3 Bad inh	Wee1 degr inh	canonical_smiles
8	2	-4	0	-5	-5	0	6	10	-1	CCCC1=NN(C(=O)CCc2ccccc2O)C(O)(C(F)(F)F)C1 (stereo not drawn)
26	24	-1	20	-4	8	-160	5	-1	0	O=c1oc2cc(Oc3c([N+](=O)[O-])cc(C(F)(F)F)cc3[N+](=O)[O-])ccc2c2c1CCCC2

(list continues)
no.	Runt-SMMHC FRET	Thrombin inh	Hck Nef HTS	FXIa inh 1536	Runt-CBFb FRET	KLK5 inh	FXIIa inh	14-3-3 Bad inh	Wee1 degr inh	canonical_smiles
41	3	-3	26	6	1	8	10	5	0	N#C/C(=C/c1cccs1)c1ccccn1
42	-1	1	5	4	-3	-3	19	-10	4	Cc1c(-c2ccccc2)nc2ccccc2c1C(=O)Oc1ccc([N+](=O)[O-])cc1
43	-1	-14	19	-7	0	-3	5	-2	-1	CC(C)C(=O)Nc1cccc(NC(=O)c2cccc(F)c2)c1
44	-3	6	6	12	0	0	25	-8	2	CCOC(=O)COn1c2c(c3c4no[n+]([O-])c4ccc31)CCCC2
45	-1	-8	-1	-6	1	-13	-2	-6	1	Cc1nc[nH]c(=O)c1Br
46	-3	-7	26	2	-2	-9	11	-19	0	CCCCCCC(=O)NNC(=O)c1c(O)c2ccccc2n(CC)c1=O
47	-1	0	4	4	-2	4	4	8[fluorescence artefact?]	-2	CC(=O)Nc1ccc(S(=O)(=O)NCC2CCC(C(=O)NC3CCCCCC3)CC2)cc1 (stereo not drawn)
48	10	4	11	-3	8	-3	13	37	0	[O-][n+]1onc2c1CCC(=N/O)/C2=N\Nc1ccccc1
49	-4	/	-2	/	0	/	/	/	-1	O=C(NC1CC2CCCC(C1)N2C1CC1)NC12CC3CC(CC(C3)C1)C2 (stereo not drawn)
50	0	1	-1	5	3	-11	18	1	-3	Cc1cc(NC(=O)CN2C(=O)C3CC=CCC3C2=O)no1 (stereo not drawn)
51	-4	-8	14	-1	15	-1	5	-4	-1	COC(=O)c1cc2c(ccn2C)n1C
52	1	-4	19	3	-1	2	10	1	-2	CCCCCSc1nnc(N)s1
53	-1	4	6	-3	/	-23	5	-13	2	COCc1cc(C)nc2sc(C(=O)NCCO)c(-n3cccc3)c12
54	-2	0	2	6	-1	3	1	-1	5	Cc1ccc(S(=O)(=O)c2nc(S(C)(=O)=O)sc2NCC2CCCO2)cc1 (stereo not drawn)
55	1	0	0	8	1	-262	12	1	6	O=C(NNc1ncc(C(F)(F)F)cc1Cl)c1c(Cl)cccc1Cl
56	-13	2	17	-4	-4	-31	8	-15	-1	COC(=O)C1=C(NC(=O)c2ccc(Br)cc2)CCS1
57	-2	4	13	7	0	-5	15	2	0	CCc1cccc(C)c1NC(=O)Nc1ccc2c(c1)OCO2
58	-1	6	-10	3	-2	-18	10	-7[fluorescence artefact?]	-3	Cc1c(Cl)cccc1NC(=S)N=Nc1c(O)n(CN2CCOCC2)c2ccccc12
59	-4	-7	0	-8	-4	-16	-16	28[fluorescence artefact?]	4	CC(C)COC(=O)C(N)C(C(=O)OCC(C)C)c1ccccc1 (stereo not drawn)
60	4	-2	2	-2	3	-11	4	1	6	CCOc1ncccc1C(=O)OCC(=O)Nc1ccc(-c2nc3ccc(C)cc3s2)cc1
61	-1	-3	8	6	0	-8	-2	-6	1	O=C(NCc1cccc(Cl)c1)c1ccco1
62	3	1	1	4	-1	-10	16	0	-1	CN(CCCNC(=O)c1ccc(/C=N/O)nc1)CCCN(C)Cc1ccccc1

Screen by screen, from the results shown.
Runt-SMMHC FRET for nos. 51 to 61 → -4, 1, -1, -2, 1, -13, -2, -1, -4, 4, -1
